# PhoP inhibition – inhibitors of PhoP regulon expression, primary screen, Salmonella Typhimurium, GFP reporter (AID 1863). S. Typhimurium PhoP-regulated promoter GFP reporter, 4 h; higher % means a stronger effect. inhibition, % at 50 µM, or IC50 in µM where a hit was titrated. 300,000 compounds, 0.16% hits;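 active = inhibition over 29.93%, a cutoff 3 SD above the screen mean, later confirmed by dose response; inconclusive = inhibition over 29.93% but no dose response follow-up; inactive = inhibition at most 29.93% or unconfirmed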;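 also: 0% = low Mg2+ inducing control and 100% = high Mg2+ repressing control; strong numbers were not always called active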
# GPR55 LPI antagonism – GPR55 antagonists blocking LPI-driven arrestin recruitment, primary screen, imaging, U2OS, beta-arrestin-GFP, LPI agonist (AID 2013); U2OS GPR55 beta-arrestin-GFP translocation imaging, LPI antagonism; higher % means a stronger effect; inhibition, % at 10 µM; hits with a dose series show IC50 in µM; 290,000 compounds, 0.13% hits; G-protein coupled receptor 55 (Homo sapiens);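 active = spots per cell inhibited over 60%, with over 100 cells counted and total cytoplasm intensity under 500,000; inconclusive = wells with under 100 cells, flagged as likely toxic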;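 also: U2OS cells stably carrying GPR55 and arrestin-GFP stimulated by 5 µM LPI near EC80; imaged beta-arrestin-GFP aggregate spots per cell after agonist stimulation; plate controls were LPI-stimulated DMSO wells for no effect and DMSO wells without LPI for full effect; some results filed as inactive read as strong as hits; confirmed hits need IC50 under 10 µM and bright autofluorescent wells are also inconclusive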
# RSV antiviral HEp-2 – RSV antiviral activity via CPE protection, HEp-2 cells, primary 10 µM value included (AID 2391); HEp-2 cells, RSV-induced CPE inhibition; higher % means a stronger effect; CPE inhibition, % at 10 µM, or IC50 in µM where a hit was titrated; 310,000 compounds, 0.13% hits; in the data active = a potency from the dose series; inconclusive = CPE inhibition mostly from about 23% at the one dose, without a potency; inactive = the rest, 99 in 100 with CPE inhibition below about 21%; also: strong numbers were not always called active
# GPR35 antagonists – GPR35 antagonists blocking zaprinast-driven arrestin recruitment, primary screen, imaging, U2OS, beta-arrestin-GFP, zaprinast agonist (AID 2058); U2OS GPR35 beta-arrestin-GFP translocation imaging, zaprinast antagonism; higher % means a stronger effect; one-dose inhibition, % at 10 µM; IC50 in µM for titrated hits; 290,000 compounds, 0.052% hits;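 active = inhibition of at least 50% with at least 30 cells and total cytoplasm GFP at most 10,000,000; inconclusive = under 30 cells or total GFP of 10,000,000 plus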
# MgcRacGAP inhibition – MgcRacGAP GTPase-activating activity inhibitors, confirmation, biochemical, ADP Hunter fluorescence; 340,000 compounds, 0.6% hits; MgcRacGAP-stimulated Rac1 GTP hydrolysis, ADP Hunter fluorescence; higher % means a stronger effect; GST-tagged Rac1 F28L mutant substrate; inhibition, % at 30 µM; hits with a dose series show IC50 in µM;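 active = first-screen hits whose inhibition reached a set limit at any dose in the follow-up dose series; inconclusive = inhibition above the set first-screen limit but never retested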;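 also: fluorescence reports GDP produced by GAP-driven GTP hydrolysis; strong numbers were not always called active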
# HIV peptide binding – inhibitors of HIV fusion peptide binding, primary screen, biochemical, uHTS, fluorescence dequenching (AID 1986); 290,000 compounds, 0.3% hits; cell-free peptide binding, fluorescence dequenching, 30 min; higher % means a stronger effect; one-dose inhibition, % at 20 µM; IC50 in µM for titrated hits; in the data active = inhibition mostly above about 52%, no sharp cut-off; inactive = mostly below about 76%; also: some results filed as inactive read as strong as hits
# UTI89 phage lysis – inhibition of K1F phage lysis, E. coli UTI89, bacterial capsule biogenesis inhibitors, alamar blue (AID 488966); one-dose inhibition, % at 100 µM; IC50 in µM for titrated hits; 340,000 compounds, 0.02% hits; E. coli UTI89 K1F phage lysis, alamar blue, 2 h; higher % means a stronger effect;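 active = phage lysis inhibition, versus mean bacterial control, above a set limit; inconclusive = no clear call, values can overlap the other calls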;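 also: capsule biogenesis inhibitors block K1F phage lysis so surviving cells raise fluorescence; higher fluorescence means more inhibition of phage lysis; actives were called in the ten point dose series up to 300 µM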
# Dengue-2 NS5 capping – Dengue-2 NS5 methyltransferase inhibitors, primary screen, biochemical, confirmation dose response (AID 588689). Genome polyprotein (Dengue virus type 2 (strain 16681-PDK53)). Dengue-2 NS5 methyltransferase capping enzyme assay, biochemical; higher % means a stronger effect. inhibition, % at 25 µM, or IC50 in µM where a hit was titrated. 340,000 compounds, 0.3% hits; in the data active = a potency from the dose series; inconclusive = inhibition above about 29% without an active follow-up result
# SV40 large T antigen – SV40 large T antigen inhibitors, biochemical (AID 1903). SV40 large T antigen ATPase/helicase inhibition assay; higher % means a stronger effect. one-dose inhibition, % at 20 µM; IC50 in µM for titrated hits. 310,000 compounds, 0.39% hits; in the data active = a potency from the dose series; inconclusive = inhibition mostly from about 32% at the one dose, without a potency; inactive = the rest, 99 in 100 with inhibition below about 32%; also: strong numbers were not always called active
# Dengue-2 NS5 capping pilot replicate – second read-out of Dengue-2 NS5 capping, no call of its own (marks repeat the call); inhibition, %; measured here: pilot screen replicate inhibition
# Active calls of the source: *; ? = inconclusive; · = not tested or not shown; [ ] = dose if it differs, or a comment. Rows were taken by chance. About 1.5% of those tested had a hit in this group.
SMILES,PhoP inhibition,GPR55 LPI antagonism,RSV antiviral HEp-2,GPR35 antagonists,MgcRacGAP inhibition,HIV peptide binding,UTI89 phage lysis,Dengue-2 NS5 capping,SV40 large T antigen,others
CCOc1ccc(N2CC(C(=O)Nc3ccccc3OC)CC2=O)cc1 (centres undefined),7%,5%,0.7%,-4%,3%,4.1%,3.7%,-1%,4%,
Cc1ccc(NC(=O)/C(=C\c2ccc([N+](=O)[O-])cc2)NC(=O)c2ccccc2)cc1,8%,3%,2.0%,1%,10%,-2.5%,0.4%,-5%,12%,
CCN1CCN(c2ccc(S(=O)(=O)N3CCOCC3)cc2NC(=O)c2sccc2C)CC1,2%,·,1.7%,·,13%,·,0.4%[50 µM],6%,9%,
O=C(Cn1nc(-c2ccccc2)c2ccccc2c1=O)Nc1ccc2c(c1)nc1n2CCOC1,-7%,13%,3.2%,-11%,2%,-1.0%,0.8%,-6%,2%,
COc1ccc(-c2cnnc(N/N=C/c3c(C)nn(-c4ccccc4)c3Cl)n2)cc1,4%,0%,1.7%,-2%,1%,-2.6%,0.5%[50 µM],-11%,6%,
CC1=C(C)CC(C(=O)NNC(=O)c2ccccc2O)C(C(=O)O)C1 (centres undefined),4%,12%,4.1%,3%,1%,19%,-0.1%,3%,11%,
CCOCCCN(C)C1CCN(C(=O)c2oc3ccccc3c2NC(=O)c2cccc([N+](=O)[O-])c2)CC1,7%,9%,·,23%,12%,-0.4%,-0.1%,3%,4%,
COc1ccc(CC(=O)Nc2cccc(-c3nnc(-c4ccco4)o3)c2)cc1,-4%,1%,8.9%,-3%,6%,0.1%,-0.6%,3%,0%,
Cc1cc(OC(C)C(=O)NCC2CCCO2)cc(C)c1Cl (centres undefined),-3%,-5%,0.8%,-7%,10%,-0.2%,-0.1%,-10%,6%,
O=C(O)c1csc(-c2cccc(Cl)c2)n1,-11%,6%,1.4%,4%,2%,0.8%,0.1%,2%,18%,
O=c1c(/C=N/Nc2ccccc2)c(Sc2nnnn2-c2ccccc2)nc2ccccn12,21%,0%,·,29%,12%,96%*,0.3%,?,1%,
COc1cccc(C(=O)NCc2ccco2)c1OC,1%,10%,3.0%,-6%,-6%,-0.7%,-0.8%,-1%,4%,
CCOc1ccc(C(=O)NCC(=O)NNC(=O)CN(C)S(=O)(=O)c2ccc(Cl)cc2)cc1,-6%,·,-1.6%,·,3%,·,0.6%[50 µM],1%,2%,
CCN(CC)S(=O)(=O)c1ccc(N/N=C/c2ccc(O)cc2O)nc1,9%,-7%,3.3%,8%,24µM*,-2.6%,3.6%,-3%,22%,
Cc1ccc(-c2nnc(NCc3nc4ccccc4[nH]3)c3ccccc23)cc1S(=O)(=O)N(C)C,20%,4%,15%,6%,9%,-1.7%,1.8%[50 µM],-5%,19%,
COCCSc1nc(N)c(NC(=O)c2ccc(OC)cc2)c(=O)[nH]1,-7%,-2%,0.9%,-20%,2%,0.7%,0.2%,-6%,10%,
COc1cc(-n2cnnn2)ccc1S(=O)(=O)N1CCOCC1,4%,4%,1.7%,16%,-4%,-2.5%,-0.6%,-3%,·,Dengue-2 NS5 capping pilot replicate=-0.2
CSCCC(NC(=O)OC(C)(C)C)C(=O)NC(CC(C)C)C(N)=O (centres undefined),3%,18%,1.2%,-10%,0%,1.3%,0.3%,-12%,2%,
CCOC(=O)c1cc(NC(=O)c2cccnc2)ccc1N1CCOCC1,-5%,1%,2.1%,-11%,-2%,0.6%,0.2%,-3%,25%,
O=C(Nc1ccc(CSc2ccccc2)cc1)c1ccco1,-2%,21%,11%,4%,8%,0.2%,0.2%,-7%,1%,
c1ccc(CCn2nnnc2C(c2cccnc2)N2CCOCC2)cc1 (centres undefined),0%,2%,1.4%,9%,3%,1.0%,0.2%,2%,6%,
COCCCN1C(=O)C(=O)/C(=C(/O)c2ccc(OC)cc2C)C1c1cccnc1 (centres undefined),0%,-10%,1.4%,7%,3%,1.1%,-0.1%,-3%,5%,
COCc1nnc(NS(=O)(=O)c2ccc(NC(C)=O)cc2)s1,6%,2%,2.2%,8%,8%,-0.9%,-1.5%,2%,4%,
CCOC(=O)c1cc(NC(=O)CN2CCCC2)cc(C(=O)OCC)c1,0%,1%,0.0%,0%,-2%,-0.3%,0.0%,-7%,8%,
O=C(NCCCn1ccnc1)/C(=C/c1cccs1)NC(=O)c1ccco1,-4%,7%,0.6%,19%,7%,-0.7%,0.3%,0%,1%,

# 12 compounds out of the list, sorted by heavy-atom count, low to high.
SMILES,PhoP inhibition,GPR55 LPI antagonism,RSV antiviral HEp-2,GPR35 antagonists,MgcRacGAP inhibition,HIV peptide binding,UTI89 phage lysis,Dengue-2 NS5 capping,SV40 large T antigen,others
O=C(O)c1csc(-c2cccc(Cl)c2)n1,-11%,6%,1.4%,4%,2%,0.8%,0.1%,2%,18%,
COc1cccc(C(=O)NCc2ccco2)c1OC,1%,10%,3.0%,-6%,-6%,-0.7%,-0.8%,-1%,4%,
Cc1cc(OC(C)C(=O)NCC2CCCO2)cc(C)c1Cl (centres undefined),-3%,-5%,0.8%,-7%,10%,-0.2%,-0.1%,-10%,6%,
COCc1nnc(NS(=O)(=O)c2ccc(NC(C)=O)cc2)s1,6%,2%,2.2%,8%,8%,-0.9%,-1.5%,2%,4%,
CSCCC(NC(=O)OC(C)(C)C)C(=O)NC(CC(C)C)C(N)=O (centres undefined),3%,18%,1.2%,-10%,0%,1.3%,0.3%,-12%,2%,
CCOC(=O)c1cc(NC(=O)CN2CCCC2)cc(C(=O)OCC)c1,0%,1%,0.0%,0%,-2%,-0.3%,0.0%,-7%,8%,
c1ccc(CCn2nnnc2C(c2cccnc2)N2CCOCC2)cc1 (centres undefined),0%,2%,1.4%,9%,3%,1.0%,0.2%,2%,6%,
COc1ccc(CC(=O)Nc2cccc(-c3nnc(-c4ccco4)o3)c2)cc1,-4%,1%,8.9%,-3%,6%,0.1%,-0.6%,3%,0%,
COc1ccc(-c2cnnc(N/N=C/c3c(C)nn(-c4ccccc4)c3Cl)n2)cc1,4%,0%,1.7%,-2%,1%,-2.6%,0.5%[50 µM],-11%,6%,
CCOc1ccc(C(=O)NCC(=O)NNC(=O)CN(C)S(=O)(=O)c2ccc(Cl)cc2)cc1,-6%,·,-1.6%,·,3%,·,0.6%[50 µM],1%,2%,
O=C(Cn1nc(-c2ccccc2)c2ccccc2c1=O)Nc1ccc2c(c1)nc1n2CCOC1,-7%,13%,3.2%,-11%,2%,-1.0%,0.8%,-6%,2%,
CCOCCCN(C)C1CCN(C(=O)c2oc3ccccc3c2NC(=O)c2cccc([N+](=O)[O-])c2)CC1,7%,9%,·,23%,12%,-0.4%,-0.1%,3%,4%,

# The listing picks up; the 2 compounds before the break are reprinted first.
SMILES,PhoP inhibition,GPR55 LPI antagonism,RSV antiviral HEp-2,GPR35 antagonists,MgcRacGAP inhibition,HIV peptide binding,UTI89 phage lysis,Dengue-2 NS5 capping,SV40 large T antigen,others
CCOC(=O)c1cc(NC(=O)CN2CCCC2)cc(C(=O)OCC)c1,0%,1%,0.0%,0%,-2%,-0.3%,0.0%,-7%,8%,
O=C(NCCCn1ccnc1)/C(=C/c1cccs1)NC(=O)c1ccco1,-4%,7%,0.6%,19%,7%,-0.7%,0.3%,0%,1%,
CCN1CCCC1CN(Cc1cc2c(C)cc(C)cc2[nH]c1=O)C(=O)NC1CCCCC1 (centres undefined),8%,15%,2.5%,22%,10%,1.5%,-0.4%,-14%,17%,
CCOc1ccc(C(NC(=O)c2ccco2)c2ccc(OC)c(OC)c2)cc1 (centres undefined),-2%,4%,1.7%,7%,4%,-0.2%,-0.1%,-10%,15%,
Cc1ccc2ncnc(Nc3cccc([N+](=O)[O-])c3)c2c1,1%,-2%,17%,0%,13%,-2.2%,0.0%,-6%,9%,
COc1cc(NS(=O)(=O)c2ccc(NC(=S)Nc3ccccc3)cc2)nc(OC)n1,5%,13%,2.0%,5%,5%,-1.3%,2.1%[50 µM],-5%,6%,
CN(CCCC1CCCC1)C(=O)CC1C(=O)NCCN1Cc1ccc(F)cc1 (centres undefined),2%,14%,-0.1%,-12%,6%,0.5%,-0.1%,2%,24%,
O=C(C1CCCCC1)N1CCc2ccccc21,-1%,17%,-0.6%,2%,1%,1.0%,4.3%,3%,4%,
O=C(COc1ccccc1Cl)N1CCN(c2ccc([N+](=O)[O-])c(N3CCCCC3)c2)CC1,4%,-12%,12%,-2%,0%,-6.0%,0.3%,-3%,-1%,
COc1cc(/C=C\C(=O)OCn2nnc3ccccc3c2=O)cc(OC)c1OC,1%,-1%,-1.4%,-16%,4%,-1.5%,-0.9%,-1%,5%,
Cc1ccn2cc(-c3cccc(NC(=O)c4ccccc4)c3)nc2c1,20%,19%,?,·,4%,-2.7%,1.1%[50 µM],-9%,16%,
O=[N+]([O-])c1ccc(NC(=S)N2CCN(S(=O)(=O)c3ccccc3)CC2)cc1,-5%,7%,4.0%,9%,8%,-1.4%,0.9%[50 µM],-1%,12%,
NS(=O)(=O)c1ccc(CCNC(=O)Cc2ccc(S(=O)(=O)N3CCOCC3)s2)cc1,5%,·,-1.1%,·,5%,·,0.6%[50 µM],-5%,11%,
CC(C)C(NS(=O)(=O)c1cccc2nsnc12)C(=O)N1CCc2ccccc2C1 (centres undefined),1%,-3%,1.0%,5%,5%,-0.9%,0.2%,-7%,-3%,
COc1ccc(NC(=O)CCC(=O)Nc2nnc(C3CCCCC3)s2)cc1,0%,15%,4.2%,-17%,0%,0.9%,0.4%,-1%,-5%,
CCn1c(CCc2ccccc2)nnc1SCC(N)=O,1%,4%,0.9%,7%,10%,-0.5%,0.4%,-4%,-2%,
CCCCc1nc2cc(C(=O)N3CCC(O)CC3)ccc2o1,·,6%,·,3%,12%,0.7%,3.5%,-5%,·,
COc1cccc(/C=N\NS(=O)(=O)c2ccccc2)c1OC,2%,10%,3.0%,10%,2%,1.1%,0.4%,1%,7%,

# Screening results (PubChem)
